# Assay outcomes (PubChem BioAssay)
# PREPL inhibitor – inhibitors of human prolyl oligopeptidase-like enzyme PREPL; Q4J6C6; 0.68% of 320,000 active; recombinant PREPL, fluorescence polarization activity-based probe; inhibition, % at 5.96 µM; in the data active = inhibition above about 43%;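 also: 0% = enzyme with DMSO and 100% = wells lacking enzyme; many of its hits are not listed in these tables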
# LYPLA2 counter – LYPLA2 (human) inhibition in PME1 counter-screen; O95372; recombinant LYPLA2, FP-Rh probe fluorescence polarization; inhibition, % at 5.9 µM; 0.38% of 320,000 active; AID 2177;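 active = inhibition above the screen-wide mean plus 3 SD, limit set per campaign, cut at about 26% in these data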;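 also: 0% = LYPLA2 with DMSO and 100% = wells lacking LYPLA2 enzyme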
# Target sequence (O95372 whole entry, looked up): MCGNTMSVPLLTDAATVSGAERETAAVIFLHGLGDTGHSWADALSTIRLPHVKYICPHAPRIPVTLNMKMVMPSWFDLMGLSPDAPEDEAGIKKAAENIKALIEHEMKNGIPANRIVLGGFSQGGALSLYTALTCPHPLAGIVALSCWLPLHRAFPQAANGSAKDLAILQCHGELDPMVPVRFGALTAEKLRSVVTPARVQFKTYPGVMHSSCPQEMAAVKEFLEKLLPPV
# EBNA-1 inh – blocks EBNA-1 binding to DNA. 0.34% of 300,000 active. inhibition, % at 14.8 µM. EBNA-1 DNA binding, fluorescence polarization; in the data active = inhibition above about 28%
# PAFAH1B2 inh – inhibitors of human PAFAH1B2; P68402; recombinant PAFAH1B2, FP-rhodamine activity probe, fluorescence polarization; inhibition, % at 3.39 µM; 1.2% of 340,000 active; AID 492953;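 active = inhibition above the mean of all tested compounds plus 3 SD, cut at about 24% in these data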;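 also: 0% = enzyme with DMSO and 100% = wells lacking PAFAH1B2; many of its hits are not listed in these tables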
# pPAFAH FP inh – pPAFAH (human) enzyme inhibition; Q13093; recombinant pPAFAH, FP-rhodamine probe fluorescence polarization; inhibition, % at 3.39 µM; 1.5% of 330,000 active; AID 463082;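 active = inhibition above the mean inhibition across the screen plus 3 SD, cut at about 25% in these data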;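 also: inhibitors block binding of the rhodamine activity-based probe so polarization drops; 0% = enzyme with DMSO and 100% = wells lacking pPAFAH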
# PAFAH1B3 inh – inhibitors of human PAFAH1B3. Q15102. 0.28% of 340,000 active. inhibition, % at 3.39 µM. recombinant PAFAH1B3, FP-rhodamine probe, fluorescence polarization;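 active = inhibition above the screen-wide average of all tested compounds plus 3 SD, cut at about 25% in these data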;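 also: 0% = enzyme with DMSO only and 100% = wells lacking PAFAH1B3 protein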
# Target sequence (Q15102 whole entry, looked up): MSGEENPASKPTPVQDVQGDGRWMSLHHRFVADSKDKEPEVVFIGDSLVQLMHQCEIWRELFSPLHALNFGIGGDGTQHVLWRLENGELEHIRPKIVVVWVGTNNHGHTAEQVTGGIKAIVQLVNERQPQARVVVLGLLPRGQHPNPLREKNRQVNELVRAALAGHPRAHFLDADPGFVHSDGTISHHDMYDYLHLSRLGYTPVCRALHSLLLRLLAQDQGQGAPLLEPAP
# PAFAH2 FP inh – PAFAH2 (human) inhibition. recombinant PAFAH2, FP-rhodamine activity probe, fluorescence polarization. Q99487. 0.99% of 340,000 active. inhibition, % at 3.39 µM. AID 492956;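 active = inhibition above the mean over all tested compounds plus 3 SD, cut at about 30% in these data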;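 also: inhibitors block probe labeling of enzyme so polarization drops; 0% = enzyme with DMSO and 100% = wells lacking PAFAH2 protein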
# LYPLA1 counter – blocks human lysophospholipase 1, a PME1 counter-screen. O75608. recombinant LYPLA1, FP-Rh probe fluorescence polarization. inhibition, % at 5.9 µM. 0.16% of 320,000 active. AID 2174;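 active = inhibition above the mean of all tested compounds plus 3 SD, set per campaign, cut at about 14% in these data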;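 also: inhibitors block serine hydrolase probe labeling of LYPLA1 so polarization falls; 0% = enzyme with DMSO and 100% = wells lacking LYPLA1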
# Target sequence (O75608 whole entry, looked up): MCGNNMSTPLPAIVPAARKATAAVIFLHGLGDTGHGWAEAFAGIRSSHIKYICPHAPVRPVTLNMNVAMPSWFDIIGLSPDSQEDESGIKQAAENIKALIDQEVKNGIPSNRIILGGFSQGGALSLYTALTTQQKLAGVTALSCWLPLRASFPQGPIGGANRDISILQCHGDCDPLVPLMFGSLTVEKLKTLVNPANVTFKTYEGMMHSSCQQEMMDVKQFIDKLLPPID
# ZTA counter – blocks Epstein-Barr virus ZTA, an EBNA-1 counter-screen | ZTA-DNA binding, fluorescence polarization | inhibition, % at 11 µM | P03206 | 0.15% of 320,000 active | AID 2234; in the data active = inhibition above about 33%
# Target sequence (P03206 whole entry, looked up): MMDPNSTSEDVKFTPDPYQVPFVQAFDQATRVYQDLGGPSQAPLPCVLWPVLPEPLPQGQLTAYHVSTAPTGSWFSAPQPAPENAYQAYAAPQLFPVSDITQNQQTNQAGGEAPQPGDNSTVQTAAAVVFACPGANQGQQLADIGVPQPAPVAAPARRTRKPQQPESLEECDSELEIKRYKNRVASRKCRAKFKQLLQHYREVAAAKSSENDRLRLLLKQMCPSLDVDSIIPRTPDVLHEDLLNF
# An asterisk follows results filed as active; · = not tested or not shown. These rows are one share of the data; the hit share may differ from the screen's.
SMILES,PREPL inhibitor,LYPLA2 counter,EBNA-1 inh,PAFAH1B2 inh,pPAFAH FP inh,PAFAH1B3 inh,PAFAH2 FP inh,LYPLA1 counter,ZTA counter
COc1ccc(S(=O)(=O)N(CC(=O)NCc2ccco2)c2ccc(F)cc2)cc1,1.3,8.1,-18.5,2.8,3.2,5.7,7.5,-1.5,-4.0
O=C(CSc1ccc(Cl)cc1)N/N=C/c1cccnc1,-13.4,5.6,5.5,15.7,5.7,6.8,7.7,2.7,-1.6
CCc1nnc(NC(=O)CCC(=O)NCc2ccc(OC)cc2)s1,4.0,-5.6,-8.7,3.2,1.6,6.9,-4.8,-0.3,-7.0
COc1ccc(C)cc1NC(=O)CN1C(=O)COc2ccc(S(=O)(=O)N3CCC(C)CC3)cc21,18.9,-2.4,9.7,-1.8,-0.1,0.7,-8.3,-2.4,-7.0
O=C(NC1CCCCC1)Oc1cccc2ccccc12,-5.2,-2.5,6.5,0.4,5.3,5.7,0.3,0.7,5.3
Cc1cc(Br)cc(C=Nc2ccc(N3CCOCC3)cc2)c1O,19.5,5.7,0.1,-2.0,3.8,-0.5,0.5,1.8,-17.2
CNC(=S)Nc1ccc(OC(F)(F)F)cc1,-2.5,-0.3,-4.0,3.9,0.2,2.9,1.3,-1.5,6.0
Cc1cc(-c2ccccc2)oc(=O)c1NC(=O)c1ccccc1,0.1,-3.9,2.7,6.2,1.2,13.8,-4.7,-6.5,-5.4
Cc1ccc(NC(=O)C2=CN3CCS(=O)(=O)N=C3C=C2)cc1,10.4,·,·,7.6,-2.7,9.4,-4.1,·,·
Cc1ccc(NC2CCCN(C(=O)c3ccccn3)C2)cc1C (configuration not stated),13.0,-3.0,7.8,2.9,-0.7,-0.6,-1.8,-1.8,-5.8
COc1ccc(-c2c(-c3cc(OC)cc(OC)c3)n(C)c3ccc(-c4ccn[nH]4)cc23)cc1,28.0,6.1,·,5.5,16.0,7.5,4.0,-0.2,3.3
C[C@@H]1CC=C[C@H]2[C@H]1C(=O)N(Cc1ccccc1)[C@H]2c1ccc(F)c(/C=C/c2ccccc2)c1,4.5,-5.6,4.5,-10.9,-1.6,4.0,4.3,-1.3,11.7
Cc1ccc(OCCN2C(=O)C(=O)c3cc(C)ccc32)cc1,0.1,3.6,4.6,0.5,6.5,4.8,0.7,4.9,-7.3
O=C(CC12CC3CC(CC(Br)(C3)C1)C2)OCCN1CCCCC1,2.8,-3.0,-6.8,2.2,-4.6,-0.2,-7.4,-1.2,-10.7
CCOC(=O)C1CCCCN1Cc1cccc(Oc2ccccc2)c1 (configuration not stated),-4.8,-2.8,-3.9,4.6,-0.4,12.2,1.4,-0.9,7.0
Cc1[nH]cnc1CN1CCc2c(c3ccccc3n2C)C1=O,2.7,0.3,8.5,-6.9,-1.0,16.1,0.4,-0.1,4.6
COC(=O)c1ccc(C2C(C(=O)Nc3ccc(C)cc3C)=C(C)Nc3ncnn32)cc1 (configuration not stated),-1.0,-5.1,1.7,1.6,-1.5,-3.8,-5.2,0.1,-0.4
CCN(CC)CCNC(=O)Cn1cnc2sc(C)c(S(=O)(=O)N3CCC(C)CC3)c2c1=O,7.0,-7.6,-15.0,-1.5,-0.2,-1.7,11.7,-2.6,-9.3
Cc1ccc(CC(=O)NC2CCSC2=O)cc1 (configuration not stated),10.7,0.4,-18.7,5.0,-3.5,6.8,8.9,-0.2,-1.1
CCN(CC)CC(=O)Nc1ccc(Oc2ccc(NC(=O)CN(CC)CC)cc2)cc1,3.8,-4.8,-3.8,·,1.4,·,·,1.0,-6.8
O=C(COC(=O)c1ccc(N2CCCC2=O)cc1)NCc1ccco1,7.2,1.1,-2.0,6.6,-2.1,-4.7,29.2,0.4,-0.2
COC(=O)COc1ccc(S(=O)(=O)NCc2ccncc2)cc1,18.2,3.5,4.8,2.9,1.1,0.9,5.4,-0.3,3.6
COc1ccc(-n2c(=O)c3ccccc3n(CC(=O)NC3CCCCC3)c2=O)cc1,9.8,6.2,-4.3,4.0,2.4,-5.3,-6.6,4.5,-44.0
COc1ccccc1C1OC(c2cccc([N+](=O)[O-])c2)=NN1C(C)=O (configuration not stated),-5.5,-4.0,1.0,-2.1,0.1,2.7,5.8,-0.9,10.0
NC(=O)CC[C@@H]1NC(=O)[C@@H]2CCCN2C(=O)c2cc([N+](=O)[O-])cc(I)c2NCCC[C@@H](C(N)=O)NC1=O,7.9,-4.4,10.0,·,5.9,·,·,-3.7,3.4
CCc1cccc(NS(=O)(=O)c2ccc3c(c2)NC(=O)CO3)c1,6.2,2.7,-4.6,12.2,8.8,-1.2,6.5,2.3,-10.7
CSC1=C(C#N)C(c2ccc(Cl)cc2)C2=C(CC(C)(C)CC2=O)N1 (configuration not stated),-0.4,-0.2,1.8,3.5,3.5,0.4,3.1,4.2,-7.7
CC(O)c1nc2ccccc2n1CCCOc1ccccc1 (configuration not stated),1.5,2.3,-6.7,-0.5,3.9,7.7,-3.9,1.1,-9.7
CN1C(=O)[C@H](Cc2ccc([N+](=O)[O-])cc2)NC1=S,2.1,0.1,-8.8,0.6,-0.5,5.2,-4.0,-0.4,3.3
O=c1c(S(=O)(=O)c2ccc(Cl)cc2)cn(Cc2cccc(F)c2)c2ccc(F)cc12,5.3,-2.8,-13.4,3.9,-1.2,-4.1,-1.9,-7.0,-2.8
CC1CN(S(=O)(=O)c2ccc(C(=O)N(CCCN(C)C)c3nc4cc5c(cc4s3)OCCO5)cc2)CC(C)O1 (configuration not stated),-1.7,5.2,5.8,2.6,0.1,7.0,5.5,2.4,5.8
COc1ccc([C@H]2/C=C\CN(C(=O)C3CCCC3)[C@@H](C)C(=O)N2Cc2ccc(F)cc2)cc1,33.1,-4.7,11.8,4.2,2.2,-2.3,6.8,-4.9,-1.6
COc1ccc(S(=O)(=O)N2CCOCC2)cc1NC(=O)c1cc2c(s1)CCCC2,-7.0,-0.5,-4.8,5.1,-1.9,2.1,7.4,-2.3,-26.1
CCC(=O)Nc1sc2c(c1C(N)=O)CCN(Cc1ccccc1)C2,-1.3,5.3,5.9,2.9,2.3,1.9,-4.0,3.8,-17.0
COC(=O)c1cccc(NC(=O)Cc2ccsc2)c1,-1.2,-11.6,-8.5,3.8,1.4,1.3,-12.4,-0.9,-8.5
O=C(COC(=O)c1ccc2ncsc2c1)Nc1ccc(OC(F)(F)F)cc1,0.2,·,·,0.3,-10.5,-1.0,73.4*,·,·
COc1ccc(/C=N\NC(=O)c2ccccc2Br)cc1COc1ccccc1,-9.7,-3.4,3.8,4.1,-0.6,-0.2,-2.8,-5.5,-3.1
CC(NC(=O)OCc1ccccc1)C(=O)NCC(=O)NC(Cc1ccc(OC(C)(C)C)cc1)C(=O)OC(C)(C)C (configuration not stated),9.2,-1.0,-0.2,9.6,7.8,9.9,8.7,-1.2,2.0
CCOC(=O)COc1ccc(S(=O)(=O)NCc2ccco2)cc1,-2.6,4.2,-4.9,0.6,5.7,2.4,7.2,-3.9,5.8
CC(NCC(=O)NC(=O)NC1CCCC1)c1ccc(Cl)cc1Cl (configuration not stated),-1.6,0.2,6.2,7.5,58.1*,10.2,10.7,5.3,14.4

# Compound profiles, as listed above. Order of screens: PREPL inhibitor | LYPLA2 counter | EBNA-1 inh | PAFAH1B2 inh | pPAFAH FP inh | PAFAH1B3 inh | PAFAH2 FP inh | LYPLA1 counter | ZTA counter
# Listed for `CC1CN(S(=O)(=O)c2ccc(C(=O)N(CCCN(C)C)c3nc4cc5c(cc4s3)OCCO5)cc2)CC(C)O1` (configuration not stated) : -1.7 | 5.2 | 5.8 | 2.6 | 0.1 | 7.0 | 5.5 | 2.4 | 5.8
# Listed for `COC(=O)COc1ccc(S(=O)(=O)NCc2ccncc2)cc1` : 18.2 | 3.5 | 4.8 | 2.9 | 1.1 | 0.9 | 5.4 | -0.3 | 3.6

# (list continues)
SMILES,PREPL inhibitor,LYPLA2 counter,EBNA-1 inh,PAFAH1B2 inh,pPAFAH FP inh,PAFAH1B3 inh,PAFAH2 FP inh,LYPLA1 counter,ZTA counter
Cc1ccc(C(=O)Nc2ccc(S(=O)(=O)N3CCN(C)CC3)cc2)o1,19.3,-0.5,-12.1,4.9,4.0,8.0,-1.1,-0.6,0.1
Cc1ccc(F)cc1NCC(=O)Nc1ccc(Cl)cc1F,-3.2,-2.4,3.9,0.6,1.2,2.0,0.5,-2.9,-11.8
COc1ccc(N2C(=O)CC(N3CCC(c4nc5ccccc5[nH]4)CC3)C2=O)cc1 (configuration not stated),10.4,5.3,13.4,1.2,0.8,8.0,3.8,1.9,6.7
CN=c1scc(-c2ccccc2F)n1/N=C(\C)c1cccnc1,8.6,-1.3,-4.0,0.1,11.2,3.9,2.8,3.9,-5.0
CCN1CCN(CCCNC(=O)C2CCN(c3nnc(-n4cccc4)s3)CC2)CC1,3.2,5.9,-2.3,0.0,1.2,2.1,-3.3,1.1,-0.7
CCOC(=O)NC(=S)Nc1ccc(OC)cc1,2.8,3.3,-11.1,5.7,-0.8,4.9,10.5,3.4,-1.8
CCOC(=O)C1CCCN(Cc2cc(=O)oc3cc(C)c(C(C)C)cc23)C1 (configuration not stated),-8.7,-0.7,-20.1,5.8,4.5,-8.5,8.2,3.5,-22.6
Cc1nc(N2CCN(c3ccccn3)CC2)c2c(C)c(C(=O)Nc3ccc(F)cc3Cl)sc2n1,1.4,5.5,9.2,-3.0,-1.0,0.5,0.2,-1.2,9.3
CC[C@H]1OC(=O)[C@H](C)[C@@H](O[C@H]2C[C@@](C)(OC)[C@@H](O)[C@H](C)O2)[C@H](C)[C@@H](O[C@@H]2O[C@H](C)C[C@H](N(C)C)[C@H]2O)[C@](C)(O)C[C@@H](C)[C@@H]2N[C@@H](COCCOC)O[C@H]([C@H]2C)[C@]1(C)O,4.4,3.1,7.1,0.8,2.4,-1.3,12.4,-0.5,11.8
CCOC(=O)c1ccc(NC(=O)CCNS(=O)(=O)c2cccs2)cc1,6.6,1.1,5.7,-0.1,0.4,0.9,0.3,-1.1,-0.3
O=[N+]([O-])c1ccc(OCCO)nc1,4.4,0.6,5.8,3.0,3.2,-0.1,-8.5,-3.0,-2.8
CN1CCN(CCC(=O)Nc2ccc(C3CCCC3)cc2)CC1,-5.2,0.0,0.0,3.7,9.0,10.2,6.6,-0.6,4.8
Cc1cc(N/N=C/c2ccccc2)nc(N)n1,-5.2,-0.7,-4.5,6.9,3.8,5.3,-0.5,-0.9,14.8
CCOC(=O)C1CCCN(C(=O)c2cc(-c3ccc(C)cc3)on2)C1 (configuration not stated),11.8,0.3,-6.8,7.1,10.8,-2.0,4.8,-4.5,-16.9
O=C(CCc1nc(-c2ccccc2)no1)Nc1cc(C(F)(F)F)ccc1Cl,-47.9,-2.8,7.7,1.1,-1.6,10.1,-4.0,-4.8,-5.3
O=C(CNC(=O)c1ccccc1)Oc1ccc([N+](=O)[O-])cc1,-1.1,-3.9,2.0,-0.7,2.8,5.1,1.9,3.4,7.3
O=C(Cc1cccs1)N[C@@H]1c2ccccc2CC[C@@H]1OCc1ccccc1,·,·,·,2.8,9.3,3.4,11.2,·,·
CC1(C)CC(=O)CC2(C1)NCC(c1ccccc1)c1c2[nH]c2ccccc12 (configuration not stated),18.5,11.2,-4.5,-1.7,3.6,3.0,8.5,0.8,13.9
O=C(NCC(c1ccco1)N1CCCC1)c1cc2ccccc2s1 (configuration not stated),13.1,-4.5,·,-1.3,9.8,4.9,0.9,-3.5,9.7
O=C1/C(=C/c2ccccc2)N=C(N2CCOCC2)N1c1cccc(Cl)c1,6.7,2.4,-6.0,1.1,0.7,-0.9,3.2,1.1,-1.2
O=c1c2sccc2nc(SCc2cc(=O)n3cc(Cl)ccc3n2)n1-c1ccc(F)cc1,9.7,2.3,10.1,3.0,-0.1,9.6,-6.6,-0.1,3.4
COC(=O)Nc1nn(-c2ccc(OC)cc2)c(=O)c(C#N)c1C,4.8,2.4,0.1,-0.1,4.1,6.7,0.3,-2.4,4.6
